Menin-MLL TR inh = qHTS Assay for Inhibitors Targeting the Menin-MLL Interaction in MLL Related Leukemias: Competition With Texas Red Labeled MLL-derived Mutant Peptide. Menin + Texas Red MLL mutant peptide, fluorescence polarization. Potency, µM (titrated, usually from 61.6 µM), for inactives: at the highest dose FP activity change, negative = inhibition, usual class: inhibitors. 270,000 tested, 0.23% active; active means well fitted inhibition curve with a large enough effect in the polarisation, with a control signal flat, not every such curve was filed as active; inconclusive means small, poorly fitted or top-dose-only effect, or effect the other way, or a change in a side signal; inactive means no such curve, though single readings can be large or run the other way; the % refers to the polarisation; further: potency means the concentration at half of the fitted maximal effect; % of control where 0% means no effect; many of its hits are not listed in these tables
Rab9 prom act = qHTS Assay for Rab9 Promoter Activators; Huh7 Rab9 promoter-luciferase reporter, luminescence, 24 h; Potency, µM (top dose mostly 9.22 µM), without a hit: top-dose activation, negative = inhibition, actives largely listed as activators; 320,000 tested, 2.8% active; AID 485297, 2010; further: potency means the concentration at half of the fitted maximal effect; % of control where 0% means no effect; nearly all actives have a fitted effect of over 60% in size
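Rab9 promoter-driven luciferase in stably transfected Huh7 cells; 1500 cells/well rested 2 h, exposed to compound in DMSO for 24 h at 37 °C, 5% CO2. Luminescence read 10 min after adding luciferase reagent at ambient temperature.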
Giardia kill = Small Molecules that selectively kill Giardia lamblia: qHTS; Giardia lamblia trophozoite viability; activity change, % at 7.66 µM, hits read low; 340,000 tested, 0.15% active; AID 540267, 2011; in the data active means activity change below about -80%; inconclusive means between about -30% and that limit;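 further: parasites exposed to compound for two days anaerobically before the ATP read; on the % scale 0 is the no-effect control and ±100 the full control effect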
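Compounds were tested on trophozoites seeded at 100 cells/well and held 48 hrs at 37 deg C anaerobically. An ATP-based luminescent kit measured the remaining live cells.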
RORg inh = qHTS for inhibitors of ROR gamma transcriptional activity; 310,000 tested, 5.4% active; Nuclear receptor ROR-gamma (Mus musculus), P51450; AID 2551, 2010; Drosophila S2 Gal4-RORgamma UAS-luciferase reporter, 20 h; Potency, µM (series often up to 53.6 µM), for inactives: at the highest dose activity change, negative = inhibition, hits mostly inhibitors; further: potency means the concentration at half of the fitted maximal effect; on the % scale 0 is the no-effect control and ±100 the full control effect; nearly all actives have a fitted effect of over 60% in size
Target sequence (P51450 whole entry, looked up, the tested form may be a part): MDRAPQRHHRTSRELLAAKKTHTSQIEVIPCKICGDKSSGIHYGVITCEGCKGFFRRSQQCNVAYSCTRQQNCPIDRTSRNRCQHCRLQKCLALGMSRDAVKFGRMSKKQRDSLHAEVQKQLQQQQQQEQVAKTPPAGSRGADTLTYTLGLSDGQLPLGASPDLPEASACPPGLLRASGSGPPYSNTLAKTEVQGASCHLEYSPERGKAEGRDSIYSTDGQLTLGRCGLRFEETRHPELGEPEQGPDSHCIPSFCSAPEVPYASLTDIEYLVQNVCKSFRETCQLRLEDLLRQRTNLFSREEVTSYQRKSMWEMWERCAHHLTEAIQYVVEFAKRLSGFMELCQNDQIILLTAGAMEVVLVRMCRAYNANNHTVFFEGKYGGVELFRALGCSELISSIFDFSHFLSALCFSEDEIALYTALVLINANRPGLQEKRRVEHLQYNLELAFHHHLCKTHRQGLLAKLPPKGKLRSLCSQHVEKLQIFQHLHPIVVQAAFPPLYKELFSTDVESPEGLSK
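ROR gamma transcriptional activity was tracked as Gal4-UAS luciferase output in stably transfected Drosophila Schneider cells, with compound added 1 hr before 700 uM copper sulfate induction and a 20 hr ambient-temperature incubation.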
FLuc modulator = qHTS profiling assay for firefly luciferase inhibitor/activator using purifed enzyme and Km concentrations of substrates (counterscreen for miR-21 project); purified FLuc, Km substrates, luminescence inhibition; Potency, µM (titrated, usually from 57.5 µM), for inactives: at the top dose activity change, negative = inhibition, actives largely listed as inhibitors; 360,000 tested, 6.9% active; AID 588342, 2011;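 further: potency means the concentration at half of the fitted maximal effect; plate controls were vehicle for no effect and reference inhibitor for full effect; nearly all actives have a fitted effect of over 55% in size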
Target sequence (P08659 whole entry, looked up): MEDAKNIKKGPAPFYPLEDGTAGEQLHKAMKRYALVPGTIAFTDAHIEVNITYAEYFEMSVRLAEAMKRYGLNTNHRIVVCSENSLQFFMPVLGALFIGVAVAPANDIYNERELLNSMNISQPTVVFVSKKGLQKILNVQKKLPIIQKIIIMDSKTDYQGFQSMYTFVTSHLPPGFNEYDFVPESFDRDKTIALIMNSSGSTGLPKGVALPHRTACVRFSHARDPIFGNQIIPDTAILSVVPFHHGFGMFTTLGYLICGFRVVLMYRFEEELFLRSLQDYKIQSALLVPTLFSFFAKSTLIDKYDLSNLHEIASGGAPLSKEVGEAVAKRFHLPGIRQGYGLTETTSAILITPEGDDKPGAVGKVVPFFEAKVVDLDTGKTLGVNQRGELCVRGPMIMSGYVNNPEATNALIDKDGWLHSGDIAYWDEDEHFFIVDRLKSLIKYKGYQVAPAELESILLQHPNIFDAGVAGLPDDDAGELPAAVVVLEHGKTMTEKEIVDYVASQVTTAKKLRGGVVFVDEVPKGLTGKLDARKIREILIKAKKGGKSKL
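Purified P. pyralis luciferase, 10 nM final, with Km-level 10 uM D-luciferin and 10 uM ATP in 50 mM Tris acetate pH 7.5, 10 mM Mg acetate, 0.01% Tween-20, 0.05% BSA; 6-point qHTS titration about 60 µM downward; luminescence read.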
p53 reactivation = qHTS assay for re-activators of p53 using a Luc reporter. Potency, µM (top dose mostly 92.2 µM), for inactives: at the highest dose activity change, positive = activation, usual class: activators. H1299 p53-A138V BP100-luciferase reporter, luminescence, 24 h. 320,000 tested, 0.063% active. AID 504706, 2011; further: potency means the concentration at half of the fitted maximal effect; % of control where 0% means no effect; nearly all actives have a fitted effect of over 45% in size
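H1299 (p53-null), stable ts p53-A138V + BP100-Luc; 1000 cells/well, Opti-MEM/10% FBS; cpd 4 pt, 1:5; 24 h, 37 deg C, 5% CO2; detection reagent 10 min RT; luminescence.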
PKM2 activator = qHTS Assay for Activators of Human Muscle isoform 2 Pyruvate Kinase; Pyruvate kinase PKM (Homo sapiens), P14618; purified PKM2, Kinase-Glo ATP luminescence, activation; response scale: 0% is enzyme alone, no compound; Potency, µM (series often up to 57.5 µM), without a hit: at the highest dose activation, most hits filed as activators; 260,000 tested, 0.34% active; AID 1631, 2009; further: potency means the concentration at half of the fitted maximal effect; on the % scale 0 is the no-effect control and ±100 the full control effect; nearly all actives have a fitted effect of over 55% in size
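hPK-M2, >95% pure; 0.1 mM ADP / 0.5 mM PEP final; imidazole pH7.2 buffer w/ 7 mM MgCl2, 50 mM KCl; 1 h RT; Kinase-Glo lum. Intermediate enzyme activity for dual inhibitor/activator qHTS.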
NPC1 promoter act = qHTS Assay for NPC1 Promoter Activators; Huh7 NPC1 promoter luciferase reporter, 24 h; Potency, µM (titrated, usually from 9.22 µM), inactives show top-dose activation, usual class: activators; 320,000 tested, 2.4% active;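 further: potency means the concentration at half of the fitted maximal effect; % of control where 0% means no effect; nearly all actives have a fitted effect of over 60% in size; reporter is driven by a mutant NPC1 promoter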
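Huh7 reporter cells (NPC1 promoter driving luciferase) are dosed with compound for 24 h at 37 °C, 5% CO2; luciferase detection reagent is then added and luminescence measured after 10 min at ambient temperature.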
VP16 counter = VP16 counterscreen qHTS for inhibitors of ROR gamma transcriptional activity; Drosophila S2 Gal4-VP16 UAS-luciferase, luminescence, 20 h; Potency, µM (doses to about 53.6 µM), inactives show at the top dose activity, negative = inhibition, most hits filed as inhibitors; 310,000 tested, 3.5% active; AID 2546, 2010;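 further: Gal4-VP16 expression switched on by copper sulfate through the metallothionein promoter; potency means the concentration at half of the fitted maximal effect; on the % scale 0 is the no-effect control and ±100 the full control effect; nearly all actives have a fitted effect of over 50% in size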
ELG1 genotoxic = qHTS screen for small molecules that induce genotoxicity in human embryonic kidney (HEK293T) cells expressing luciferase-tagged ELG1; 330,000 tested, 1.3% active; AID 504466, 2011; Potency, µM (titrated, usually from 46 µM), for the others: top-dose activity change, positive = activation, actives largely listed as activators; HEK293T ELG1-luciferase reporter, luminescence, 16 h; further: potency means the concentration at half of the fitted maximal effect; % of control where 0% means no effect; nearly all actives have a fitted effect of over 60% in size
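Genotoxic stress is detected as increased luminescence from luciferase-tagged ELG1 in HEK293T cells, measured with ONE-Glo after a 16 hr treatment at 37 °C.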
BRCA1 expr act = qHTS Assay to Identify Small Molecule Activators of BRCA1 Expression; MCF7-BRCA1-FFLuc reporter, luminescence, 48 h; response scale: scaled: vehicle 0%, 10 µM genistein 100%; Potency, µM (doses to about 46.1 µM), for inactives: at the top dose activation, hits mostly activators; 380,000 tested, 1.1% active; further: potency means the concentration at half of the fitted maximal effect; nearly all actives have a fitted effect of over 80% in size; some results filed as inactive show a strong effect at the top dose
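Cells: MCF7-BRCA1-FFLuc, 2000/well. Exposure: 48 h, 37 °C, 5% CO2. Read: luminescence, 15 min post-substrate. Controls: genistein 10 microM (maximal activation), DMSO (neutral).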
* marks the source's active call; other numbers are inactive results; ? = inconclusive; . = no result given; & = joins results of further samples; [ ] = remark or other dose. Unless noted, the call rests on the fitted dose curve; in most records, active means well fitted curve in the direction sought with a large enough effect; inconclusive means small, poorly fitted or top-dose-only effect, or another doubt; inactive means no such curve, though single readings can be large; an effect the other way counts as inactive or inconclusive. Not all compounds are listed; the hit share may differ from the screen's.

SMILES | Menin-MLL TR inh | Rab9 prom act | Giardia kill | RORg inh | FLuc modulator | p53 reactivation | PKM2 activator | NPC1 promoter act | VP16 counter | ELG1 genotoxic | BRCA1 expr act
CC(C)c1ccc(C(=O)NC2=NCCS2)cc1 | -7% | 0.4µM* | -4 | ? | 1.9µM* | ? | -4% | 0.56µM* | ? | 1.6µM* | 42%
CSc1sc(C(=O)O)c2c1C(=O)CCC2 | -15% | -1% | 1 | ? | 2% | 8% | 0% | 6% | 5% | -5% | -8%
CSCCC(NC(N)=O)C(=O)Nc1ccc(C)cc1 (configuration not stated) | -3% | -8% | -6 | -2% | -2% | -6% | 0% | 0% | 3% | 0% | 4%
CCOc1cc(N2CCOCC2)c(OCC)cc1NC(=O)c1ccc(NC(C)=O)cc1 | -3% | 1% | -5 | 2% | -2% | 1% | 3% | -13% | -6% | -5% | -14%
COC(=O)C(NNc1ccc(F)cc1)(NC(=O)c1ccccc1)C(F)(F)F (configuration not stated) | 0% | -6% | -3 | 0% | -1% | -4% | -7% | 0% | -6% | 0% | -18%
COc1ccc2c(C)cc(SCC(=O)N(C)C3CCS(=O)(=O)C3)nc2c1 (configuration not stated) | -12% | -1% | 37[activator] | 16% | 2% | -5% | -1% | 0% | 5% | 0% | 3%
CC1CC(C)CN(CC(O)COCc2ccccc2F)C1 (configuration not stated) | 2% | 0% | 20 | -7% | 0% | 3% | . | -2% | 4% | 0% | 4%
O=C(CSc1nnc(C2CC2)n1Cc1ccccc1)NCc1ccccc1 | 4% | -8% | -15 | 21% | 7% | 13% | 3% | -4% | 4% | 2% | -1%
Cn1c(SCC(=O)Nc2ccc3c(c2)OCCO3)nnc1C(F)(F)F | . | 0% | 11 | . | -14% | 8% | . | -2% | . | 6% | 11%
CCN1CCN(Cc2ccc(NC(=O)c3cc(NC(=O)c4cncc(-c5ccc(C#N)cc5)c4)cc(OC)c3)cc2C(F)(F)F)CC1 | . | -4% | -2 | 2.8µM* | -13% | 1% | -1% | -5% | 3.5µM* | 6% | -75%&-23%
COc1ccc(-c2cc(=O)oc3cc(OC(C)C(=O)NC4CC4)ccc23)cc1 (configuration not stated) | -3% | -13% | 13 | -4% | 8% | . | 7% | -3% | -3% | 7% | 6%
CN(C)c1c([N+](=O)[O-])ncn1C | -1% | -3% | -10 | -10% | 6% | 1% | 4% | 0% | -11% | 0% | -5%
CCOC(=O)c1cc2sccc2n1CC(=O)N1CCN(C(=O)c2ccco2)CC1 | -1% | 3% | -1 | 11% | 1% | -1% | -3% | 1% | 5% | -4% | -22%
Cc1ccc(NC(=O)CN2C(=O)S/C(=C/c3ccc(-c4cc(C(=O)O)ccc4C)o3)C2=O)cc1C | ? | -1% | 0 | -13% | ? | -6% | ? | -1% | -17% | 1% | 2%
COC(=O)CCC(=O)Nc1cc(OC)c(OC)cc1Cc1nccc2cc(OC)c(OC)cc12 | 28% | 4% | -3 | 1% | -2% | -2% | . | 2% | 5% | 2% | -5%
O=C(O)c1cccc(NC(=S)N/N=C/c2ccccc2OCc2ccc(Br)cc2)c1 | ? | 18% | ? | 13µM* | 24µM* | -1% | -32% | 27% | -6% | 16% | ?
O=S(=O)(NCC(c1ccco1)N1CCN(c2ccc(F)cc2)CC1)c1ccc(F)cc1 (configuration not stated) | 1% | -6% | 5 | 11% | -2% | -5% | -17% | 4% | 0% | -5% | -56%
CC(C)Cc1nnc(NS(C)(=O)=O)s1 | 1% | 5% | 7 | -20% | 5% | 4% | 0% | 0% | -6% | -3% | 13%
CSc1cccc(NC(=O)c2cc(S(=O)(=O)N3CCc4ccccc43)cn2C)c1 | 4% | -3% | 9 | 40% | 2% | 15% | -10% | -9% | 3% | -2% | -31%
COc1ccc(/C=C2/NC(=O)N(Cc3ccccc3F)C2=O)cc1OC | -4% | 0% | 4 | -17% | -1% | 17% | . | -9% | -11% | ? | 7%
CCCCN(C(=O)C1CC(=O)N(c2ccc(CC)cc2)C1)c1c(N)n(CCC)c(=O)[nH]c1=O (configuration not stated) | . | 1% | 17 | . | 4% | 1% | . | -3% | . | -3% | 12%
O=[N+]([O-])c1ccc2nn(Cc3ccccc3)cc2c1 | 8% | 4% | 29 | 15% | -8% | 3% | . | 0% | 0% | 0% | -9%
Cc1ccc2c(CN3CCC(C)CC3)cc(=O)oc2c1 | -11% | 1.8µM* | 7 | ? | 7.6µM* | ? | 1% | 3.5µM* | ? | 4.6µM* | 3.2µM*
CCc1nc(OCCN(C)C)c2oc3ccccc3c2n1 | 16% | 11% | 8 | 35% | -11% | ? | -13% | 10% | -10% | 16% | 72%
Cc1ccc(/C=C/C(=O)Nc2nc3ccccc3[nH]2)cc1 | -7% | 1.8µM* | -7 | 5.6µM* | ? | ? | -6% | 3.2µM* | ? | 10µM* | ?

Continuation:
SMILES | Menin-MLL TR inh | Rab9 prom act | Giardia kill | RORg inh | FLuc modulator | p53 reactivation | PKM2 activator | NPC1 promoter act | VP16 counter | ELG1 genotoxic | BRCA1 expr act
CCOc1ccc(S(=O)(=O)N2CCC(C(=O)N3CCN(C)CC3)CC2)cc1Cl | 14% | -3% | -20 | -9% | 1% | 0% | . | 1% | 0% | 3% | 11%
O=C(c1nc(-c2ccccc2)n(-c2ccccc2)n1)N1CCCCCC1 | -10% | 4% | -17 | -13% | -1% | -4% | 8% | 1% | -2% | 0% | -18%
COc1ccc(N2CCN(C(c3cccs3)c3nnnn3C3CCCC3)CC2)cc1 (configuration not stated) | -26% | 1% | -10 | 2% | -1% | 9% | -2% | -1% | 0% | -7% | -28%
CCC(C)NC(=O)c1cn(CC)c2ccc(S(=O)(=O)N3CCCCC3)cc2c1=O (configuration not stated) | 6% | 0% | 39[activator] | -1% | -1%&1% | -5% | -1% | -3% | 18% | -3% | -34%
CC(C)C(=O)NC(=S)Nc1ccccc1N1CCN(C(=O)c2ccc(Cl)cc2)CC1 | -29% | -20% | 5 | 5.6µM* | -1% | -4% | -1% | -3% | 5µM* | -16% | -47%
O=C(CCN1CCCCCC1)Nc1ccc(F)cc1 | -13% | -6% | -4 | 1%[10 µM] | 6% | -4% | 16% | 2% | -4% | -1% | 1%
O=C1COc2ccccc2N1Cc1c(F)cccc1Cl | -16% | -5% | 18 | 1% | 1% | 1% | . | -2% | 2% | -4% | -11%
CCC(C)NC(=O)C1CCN(S(=O)(=O)c2cc([N+](=O)[O-])ccc2Cl)CC1 (configuration not stated) | . | -2% | ? | 5% | -1% | 1% | 0% | 1% | 5% | 8% | -8%
N#CCCN1CCN(S(=O)(=O)c2ccc(C3CCCCC3)cc2)CC1 | . | -8% | 9 | . | 3% | -3% | . | -1% | . | -1% | -9%
CCOC(=O)C1=C(c2ccccc2)OC(N)=C(C#N)C1c1ccc(Br)s1 (configuration not stated) | -7% | -3% | 4 | 20% | -4% | 9% | 1% | 0% | ? | -1% | 2%
COc1cccc(-n2c(N)c(C#N)c3ccc([N+](=O)[O-])cc3c2=O)c1 | 19% | 1% | . | ? | 0% | 0% | 2% | -2% | -2% | -1% | .
O=C(N/N=C/c1cccc([N+](=O)[O-])c1)c1cc(-c2ccc3c4c(cccc24)CC3)n[nH]1 | 9% | -1% | 2 | 32% | 4% | -3% | -10% | -6% | 3% | -2% | -21%
Cc1ccc(CCN2CC(C(=O)NCCCN3CCC(C)CC3)CC2=O)cc1 (configuration not stated) | -1% | -2% | 7 | -5% | -1% | -4% | . | 1% | -8% | 0%[9.26 µM] | -26%
Cc1ccc(NCC(=O)NNC2=NCCC2)c(C)c1 | -11% | 0% | 11 | 8.9µM* | 7% | 1% | 3% | -5% | 11µM* | 1% | -1%
Cc1cc(NC(=O)CSc2nc(=O)n(CCN(C)C)c3c2CCCC3)no1 | . | -7% | -28 | . | 3% | -7% | . | 3% | . | 1% | 0%

Source: PubChem BioAssay
